# GSK3beta inhib: blocks human GSK3beta kinase activity; GST-GSK3beta kinase, ADP-Glo luminescence, 60 min; hits give low values; 300,000 tested, 0.038% active; P49841; activity score (negative = inhibition), % at 10 µM;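 active means more than half of replicate wells score below -50%, meaning over 50% inhibition versus plate controls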;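 further: 0% = median DMSO wells and -100% = median GW8510 positive control wells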
# Target sequence (P49841 whole entry, looked up): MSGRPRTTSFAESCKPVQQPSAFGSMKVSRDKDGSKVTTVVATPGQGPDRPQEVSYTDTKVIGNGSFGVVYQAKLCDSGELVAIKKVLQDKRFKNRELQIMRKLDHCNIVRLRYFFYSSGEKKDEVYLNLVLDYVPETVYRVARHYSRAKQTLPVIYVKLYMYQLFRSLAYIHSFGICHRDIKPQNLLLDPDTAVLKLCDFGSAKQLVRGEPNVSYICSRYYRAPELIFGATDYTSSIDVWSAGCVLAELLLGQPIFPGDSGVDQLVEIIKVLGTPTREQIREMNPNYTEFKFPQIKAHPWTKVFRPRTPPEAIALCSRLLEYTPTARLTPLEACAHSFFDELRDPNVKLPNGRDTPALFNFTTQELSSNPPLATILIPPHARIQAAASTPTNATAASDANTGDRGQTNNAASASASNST
#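 Test system: GST-fused GSK3beta enzyme, cell-free | Quantity: 1.6 ng GST-GSK3beta enzyme per well | Reagent: 25 µM ATP with peptide substrate | Schedule: 60 min enzyme reaction, room temperature | Signal: Luminescent ADP-Glo measurement of ADP formed | Read-out basis: Score relative to plate controls | Control set: DMSO and 20 µM GW8510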
# AI-2 QS mod: Vibrio harveyi AI-2 quorum sensing modulation. 300,000 tested, 0.4% active. activity change, % at 7.5 µM. AID 2094. Vibrio harveyi JMH597 AI-2 luminescence/OD600 ratio, 9 h; hits give low values; strain lacks LuxN and CqsS sensors; 0 = neutral-control median; in the data active means activity change below about -75%, passing the limit was not always enough;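 further: luminescence divided by OD600 gain over 9 h not by final OD600 alone; inactives centre near 13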
# KLF5 inh: kruppel-like factor 5 inhibition. DLD-1 KLF5 promoter-luciferase reporter, luminescence. inhibition, % at 5 µM. 290,000 tested, 0.23% active;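 active means inhibition above a per-plate limit of that plate's mean compound inhibition plus 3 SD, cut at about 60% in these data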;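 further: 0% = DMSO wells and 100% = LY294002 at 200 µM; higher means less KLF5 promoter-driven luciferase light; inactives centre near -14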
# IEC-6 tox: IEC-6 cytotoxicity, counter-screen for KLF5 inhibitors; 290,000 tested, 0.78% active; luminescence viability; AID 1825; inhibition, % at 5 µM; in the data active means inhibition above about 22%;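 further: 0% = plate median of test compound wells and 100% = cytotoxic reference compound wells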
# aSyn 5UTR inh: MLPCN primary screen, SNCA 5' untranslated region; alpha-synuclein 5'UTR reporter, inhibitor activity; inhibition, % (tested at 7.5 µM); 300,000 tested, 0.82% active; AID 1813; in the data active means inhibition above about 60%;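 further: H4 neuroglioblastoma cells stably carrying SNCA 5'UTR luciferase fusion; 0% = DMSO wells and 100% = positive control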
# HSF1 inh: HSF1 inhibition; 300,000 tested, 0.77% active; AID 2098; activity change, negative = inhibition, % at 7.5 µM (by protocol); NIH3T3-HGL HSE-luciferase, MG132-induced, luminescence 8 h; hits give low values;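 active means more than half of replicate wells show activity change below -50%, luminescence cut by over half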;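 further: luciferase reports HSF-1 transcriptional activity via heat shock element; 0% = median of DMSO wells and -100% = zero luminescence signal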
# HSP90 inh: inhibitors of HSP90 luciferase refolding in rabbit reticulocyte lysate. luciferase refolding luminescence, 3 h. inhibition, % at 5.6 µM. 290,000 tested, 0.91% active;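 active means inhibition above the screen-wide mean plus 3 SD, computed separately per campaign, cut at about 16% in these data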;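 further: 0% = DMSO wells and 100% = 60 µM geldanamycin wells; inhibitors lower the luminescence because luciferase stays unfolded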
# GSK3A inh: blocks human GSK-3 alpha kinase; P49840; ADP-Glo luminescence, 60 min; inhibition, % at 10 µM; 320,000 tested, 0.1% active;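 in the data active means inhibition above about 50%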;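 further: GST-tagged GSK-3 alpha with peptide substrate and 25 µM ATP; 0% = DMSO neutral wells and 100% = GW8510 positive control wells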
# Target sequence (P49840 whole entry, looked up): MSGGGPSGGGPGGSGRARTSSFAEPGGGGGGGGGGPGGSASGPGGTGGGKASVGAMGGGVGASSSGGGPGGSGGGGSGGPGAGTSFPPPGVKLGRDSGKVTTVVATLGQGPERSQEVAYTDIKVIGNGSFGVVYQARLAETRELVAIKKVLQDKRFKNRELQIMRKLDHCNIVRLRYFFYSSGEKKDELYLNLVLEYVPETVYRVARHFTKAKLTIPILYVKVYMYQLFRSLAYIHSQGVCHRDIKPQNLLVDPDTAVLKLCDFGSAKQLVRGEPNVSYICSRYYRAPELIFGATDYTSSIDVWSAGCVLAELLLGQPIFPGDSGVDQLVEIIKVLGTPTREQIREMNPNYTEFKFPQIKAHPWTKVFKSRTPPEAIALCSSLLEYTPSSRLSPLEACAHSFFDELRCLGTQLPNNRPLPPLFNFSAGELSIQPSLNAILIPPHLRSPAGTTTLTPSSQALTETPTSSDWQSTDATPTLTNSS
# HSF-1 act: increases HSF-1 driven luciferase reporter signal | 300,000 tested, 1.7% active | AID 504408 | activation, % at 9 µM | NIH3T3-HGL HSF-1 luciferase reporter, MG132, 8 h; 100% = twice DMSO control signal;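 active means mean replicate activation of at least 50% with a set share of replicates each reaching 50%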;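 further: 0% = median of the neutral control wells and 100% = twice that signal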
# HIF act: HIF pathway transcriptional activation. U2OS HRE-luciferase reporter, luminescence; normalized: DMSO 0%, desferrioxamine 100%. activation, % at 7.5 µM (by protocol). 300,000 tested, 0.32% active. AID 1910;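 active means mean activation of at least 10% of the iron chelator positive control signal, with at least half of replicates also reaching 10%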
# Active calls of the source: *; nt = no result given.
SMILES,GSK3beta inhib,AI-2 QS mod,KLF5 inh,IEC-6 tox,aSyn 5UTR inh,HSF1 inh,HSP90 inh,GSK3A inh,HSF-1 act,HIF act
COC(=O)C1=CN(C2CC2)C=C(C(=O)OC)C1c1ccc(C(F)(F)F)cc1,-3,27,-30,-3,-2,8,-1,1,14,-0.3
Cc1ccccc1NC(=O)C1(C)Cc2ccccc2C(=O)O1 (stereo unspecified),-1,18,-7,-5,3,-6,-3,3,13,-38
CCCCCCNC(=O)CC(NS(=O)(=O)c1ccc(OC)cc1)C(C)C (stereo unspecified),-2,18,-1,-2,21,3,4,-2,48,-0.6
OCCC1CN(C2CCC2)CCN1Cc1ccc(F)c(F)c1 (stereo unspecified),3,22,-15,2,11,0,5,2,-3,0.6
O=S(=O)([N-]c1nc2ccccc2nc1-[n+]1ccccc1)c1ccccc1,-3,1,-8,-6,11,0,0,-1,12,-0.4
COc1cc2c(cc1OC)C(COc1cccc(C(F)(F)F)c1)NCC2 (stereo unspecified),1,-11,-17,6,-5,9,6,-2,9,0.5
CCOC(=O)C1=C(C)N(c2ccccc2)C(=O)/C1=C\c1ccco1,-2,8,-3,-4,23,-1,-6,-1,13,-0.2
O=C(COc1ccc2c3c(c(=O)oc2c1)CCC3)N1CCN(c2ccc(F)cc2)CC1,-1,36,5,-4,4,5,-4,-2,15,0.0
COc1ccc(CCNc2oc(COc3ccccc3)nc2C#N)cc1,2,-38,-12,11,19,4,-1,nt,28,-0.1
COc1c(Cl)cc(Cl)cc1/C=N/NC(=O)c1nnn(-c2nonc2N)c1CN1CCC(C)CC1,-2,28,-24,-2,4,1,-3,-3,2,0.0
CC(=O)c1cccc(NC(=O)NC(C)C2CCCO2)c1 (stereo unspecified),-1,23,-24,4,-2,-1,-1,1,3,-0.3
COCCNc1nc2c(-c3cccc(C(F)(F)F)c3)nnn2c2ccccc12,0,23,-28,15,14,-7,-2,-3,2,1.3
CCn1cc(CNC(=O)C2CCC(=O)N(Cc3ccccc3F)C2)cn1 (stereo unspecified),3,-3,-21,0,1,-18,5,1,-5,0.0
Cc1nnc(SCC(=O)Nc2ccc3c(c2)OCCO3)n1N,3,3,-21,0,-3,-8,4,13,1,0.0
CCOC(=O)C1CCN(C(=O)C2CCN(S(=O)(=O)c3c(C)noc3C)CC2)CC1,0,15,0,-2,-2,-8,4,-2,-9,0.5
CCOc1ccccc1C(=O)N1CCC(C(=O)c2ccc(F)cc2)CC1,-2,5,-5,5,5,-22,-1,-1,-23,0.4
O=C(CN1CCC(n2nnc3cc(F)ccc32)CC1)NC1CCCCC1,2,4,11,-1,7,-2,-3,-1,5,-0.4
COC(=O)Nc1ccc(S(=O)(=O)Nc2cnc3ccccc3n2)cc1,1,27,-21,-3,10,-1,3,-7,20,0.1
COc1ccc(-c2noc(CN(C(=O)c3ccoc3C)C(C)C)n2)cc1,-2,21,5,6,3,-2,-1,3,10,-0.3
CC(C)(C)NC(=O)CSc1ncnc2c1nnn2Cc1ccccc1Cl,-3,40,-16,-6,12,86,1,0,112*,1.3
COc1ccc(Cl)cc1NC(=O)CCCNC(=O)c1ccc(Cl)cc1,-7,1,-17,-1,7,-3,-1,-1,6,-0.5
CCN(Cc1ccccc1)C(=O)c1ccc(C(=O)N(CC)Cc2ccccc2)cc1,-1,21,-18,4,7,1,1,-1,1,-1.1
CN(C)S(=O)(=O)c1cccc(CSc2cccc[n+]2[O-])c1,2,6,-2,5,0,-3,1,0,6,0.1
O=C1c2nc3cc(-c4ccco4)[nH]n3c(=O)c2CN1Cc1ccccc1,1,21,-31,-7,-1,-3,0,0,5,0.2
COc1cc(S(=O)(=O)N2CC(=O)Nc3ccccc32)ccc1NC(C)=O,1,39,-3,1,7,-10,5,3,-10,0.0
O=c1cc(Nc2ccc3c(c2)OCCO3)[nH]c(=O)n1C1CCCCC1,2,7,-12,2,1,-31,0,-1,-36,0.7
Cc1cccc(/C=C2/Sc3ccc(C(=O)NCCCN4CCOCC4)cc3NC2=O)c1,4,4,5,2,-69,3,0,-1,3,-0.5
COCCSc1nnc(NC(=O)c2cc(C(=O)OC)cc([N+](=O)[O-])c2)s1,3,19,-13,6,-30,-1,3,0,8,0.2
COc1ccc(-c2ccc(OC(=O)NC3CCS(=O)(=O)C3)cc2)cc1 (stereo unspecified),1,-5,-34,4,-18,1,4,0,-6,0.7
CC(=O)N1CCN(C(=O)CSc2nnc(C)n2-c2ccccc2)CC1,2,-2,-32,-5,-2,4,-1,1,4,-0.9

# Results in HSF-1 act, for 5 of the compounds above:
structure	HSF-1 act
Cc1cccc(/C=C2/Sc3ccc(C(=O)NCCCN4CCOCC4)cc3NC2=O)c1	3
COc1cc(S(=O)(=O)N2CC(=O)Nc3ccccc32)ccc1NC(C)=O	-10
COc1ccc(Cl)cc1NC(=O)CCCNC(=O)c1ccc(Cl)cc1	6
O=C1c2nc3cc(-c4ccco4)[nH]n3c(=O)c2CN1Cc1ccccc1	5
COc1ccc(-c2ccc(OC(=O)NC3CCS(=O)(=O)C3)cc2)cc1 (stereo unspecified)	-6

# Additional results follow.
SMILES,GSK3beta inhib,AI-2 QS mod,KLF5 inh,IEC-6 tox,aSyn 5UTR inh,HSF1 inh,HSP90 inh,GSK3A inh,HSF-1 act,HIF act
CCn1c(-c2ccccc2Cl)nn(CC(=O)Nc2ccc(OC)cc2)c1=S,3,61,-6,-4,23,-5,2,-2,-5,0.5
O=C1NCCCC1C(=O)N/N=C/c1ccccc1 (stereo unspecified),-1,-11,-9,-3,-10,-1,0,1,4,-0.5
CN1CCN(c2nc(-c3ccco3)cc(C(F)(F)F)n2)CC1,4,11,-2,3,-1,-6,-5,-2,-5,0.9
O=C(NCc1ccc2c(c1)OCO2)C1CCN(Cc2cnn(-c3ccccc3)c2-n2cccc2)CC1,-1,26,-2,0,12,0,1,-2,-7,0.1
c1cnc2ccc(C(c3nnnn3C3CCCCC3)N3CCN(C4CCCCC4)CC3)cc2c1 (stereo unspecified),1,-2,-10,-6,6,-5,1,-2,29,-0.2
O=[N+]([O-])c1ccc(/C=C2\CCC(C3=CCCC3)=C2N2CCOCC2)cc1,2,17,-41,0,-74,39,2,1,61*,-2.0
CCOC(=O)C1CCN(C(=O)CN(c2ccc3c(c2)OCCO3)S(C)(=O)=O)CC1,-1,-5,-9,-4,4,1,1,nt,16,0.3
CC(C)(C)SCCNC(=O)CN(c1ccc(F)cc1)S(C)(=O)=O,-2,49,-39,3,-35,-2,1,-3,0,-0.3
Cc1ccc([N+](=O)[O-])c(-c2n[nH]c(=S)n2-c2cccc(Cl)c2)c1,2,9,-1,-7,8,1,-1,5,-2,0.2
CCn1nnnc1SCC(=O)Nc1ccc(F)cc1,-6,9,-10,0,-1,3,-2,0,6,0.8
Cc1c2cn[nH]c(=O)c2c(C)n1-c1ccccc1,2,14,-58,-2,-39,-4,-4,11,5,0.9
COC(=O)[C@H](CCSC)NS(=O)(=O)c1ccccc1Br,3,12,nt,nt,11,-6,nt,-1,-22,0.4
Cc1nc([N+](=O)[O-])cn1Cc1cccc2ccccc12,-3,13,-14,-2,-4,-2,-1,-4,8,0.9
Cc1ccc(S(=O)(=O)Cc2csc(N)n2)cc1,0,21,0,-4,-34,9,1,-3,18,-0.1
CC1=CC(C)(C)N(S(=O)(=O)c2ccc(C)cc2)c2cc(C)ccc21,0,19,60,92*,52,-16,3,-2,-13,0.7
COc1ccc(S(=O)(=O)N2CCOCC2)cc1NC(=O)Cc1c(Cl)cccc1Cl,-2,26,-16,-1,20,-4,1,-1,-11,-0.3
COC(=O)c1cc(NC(=O)CN2C(=O)CSC2=O)ccc1Cl,1,-20,-2,-4,-5,0,-3,-2,-6,-0.8
CCOC(=O)C(=O)N(Nc1ccc(C)cc1)c1ccc(C)cc1,2,3,-121,0,-178,20,8,-3,43,1.7
Cc1ccc(S(=O)(=O)n2c(=O)oc3ccccc32)cc1,0,6,-20,1,5,61,-1,1,80*,0.1
CN1CCC(=NNC(=O)C(=O)Nc2ccccc2)CC1,-10,6,-35,-2,-38,5,0,-3,22,1.1
COc1ccc(Br)cc1CN1CCN(C(=O)c2cccc(OC)c2OC)CC1,3,31,-6,6,12,-9,8,0,-8,0.1
Cc1cc(Br)cc(C)c1OCCCCN(C)C,-5,4,2,-4,9,0,1,-2,-8,-0.5
O=C(NCc1ccco1)C1(S(=O)(=O)c2ccc(Cl)cc2)CC1,3,21,-13,0,12,3,-4,1,-4,0.2
CCOc1cc(/C=N/NC(=O)c2cccnc2)ccc1OCC(N)=O,-3,4,-2,-4,nt,nt,1,-1,nt,nt
COc1ccc(S(=O)(=O)N2CCCCCC2)cc1C(=O)OCC(=O)Nc1cc(C)on1,4,40,11,-1,2,-7,1,0,-4,-2.4
Cc1ccc(C(=O)c2cc([N+](=O)[O-])ccc2N2CCOCC2)cc1,-4,24,10,2,92*,-11,0,nt,-14,-0.1
CS(=O)(=O)N(CCc1ccccc1)CC(=O)NCc1ccc2c(c1)OCO2,7,9,-14,0,3,-4,-3,0,4,0.0
C=C1N(c2cccc(Cl)c2)C(=O)OC1(C)C,-3,1,-4,4,17,-6,-1,-6,4,-0.3
O=C(O)CC(NC(=O)c1ccccc1NC(=O)c1ccccc1)C(=O)O (stereo unspecified),0,27,-23,-2,-7,-8,-2,-1,-4,-0.2
Cn1cc(CCC(=O)N2CCCC(Nc3ccc(F)cc3)C2)cn1 (stereo unspecified),-2,10,-31,4,12,-4,2,-2,-3,0.4
O=C(CC1Oc2ccccc2NC1=O)NCCc1ccccc1 (stereo unspecified),2,22,-32,-2,-15,1,-1,-3,2,nt
CCc1nnc2n1N=C(c1cccc([N+](=O)[O-])c1)CS2,-3,20,3,8,17,-7,-1,-2,-8,0.4
O=C(NCCc1ccccc1)c1cccc(Br)c1,-25,-11,-135,-7,-131,37,3,7,65*,-7.5
CC(C)NC(=S)N/N=C/c1cc(Br)ccc1O,0,2,-14,94*,-29,8,0,5,10,0.1
Cc1ccc(C(=O)Nc2cc3c(cc2N2CCCCC2)n(C)c(=O)n3C)cc1,2,14,-3,5,-1,-3,0,-1,-4,-0.1
CCOC(=O)c1sc(-c2cccc([N+](=O)[O-])c2)cc1N,3,19,1,3,-129,14,-1,5,24,1.4
Cc1ccc(N2CCN(S(=O)(=O)c3ccc4oc(=O)ccc4c3)CC2)cc1Cl,1,15,-25,5,6,-1,3,2,-6,-0.4
Cc1cc(C)c2sc(NC(=O)CN3C(=O)CCC3=O)nc2c1,0,6,-21,1,19,3,-2,0,-1,-0.3
COCCNC(=O)CSc1nc2ccccc2c(=O)n1CCC(=O)N1CCN(c2ccccc2)CC1,1,5,7,-1,2,0,-2,1,-3,-1.0
Cc1ccc(NC(=O)O/N=C/c2c(C)nn(C(C)(C)C)c2C)cc1Cl,0,27,26,7,77*,-93*,86*,-3,-94,-4.4
O=C(O)CCn1c2ccccc2c2nc3ccccc3nc21,1,27,-38,-5,-25,7,-2,-1,12,-18
